Screening results as filed in PubChem.
CHRM4 agonist = agonists of human muscarinic M4 receptor (CHRM4). P08173. AID 624127. CHO-K1 hM4/Gqi5, Fluo-8 calcium fluorescence; vehicle 0%, full acetylcholine response 100%. activation, % at 3 µM. actives 0.14% (n = 360,000);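 active = activation above the run mean over all test wells plus 3 SD, cut at about 32% in these data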;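 note: peak over basal fluorescence ratio per well then scaled between controls; 0% = DMSO wells and 100% = acetylcholine at EC100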
Target sequence (P08173 whole entry, looked up): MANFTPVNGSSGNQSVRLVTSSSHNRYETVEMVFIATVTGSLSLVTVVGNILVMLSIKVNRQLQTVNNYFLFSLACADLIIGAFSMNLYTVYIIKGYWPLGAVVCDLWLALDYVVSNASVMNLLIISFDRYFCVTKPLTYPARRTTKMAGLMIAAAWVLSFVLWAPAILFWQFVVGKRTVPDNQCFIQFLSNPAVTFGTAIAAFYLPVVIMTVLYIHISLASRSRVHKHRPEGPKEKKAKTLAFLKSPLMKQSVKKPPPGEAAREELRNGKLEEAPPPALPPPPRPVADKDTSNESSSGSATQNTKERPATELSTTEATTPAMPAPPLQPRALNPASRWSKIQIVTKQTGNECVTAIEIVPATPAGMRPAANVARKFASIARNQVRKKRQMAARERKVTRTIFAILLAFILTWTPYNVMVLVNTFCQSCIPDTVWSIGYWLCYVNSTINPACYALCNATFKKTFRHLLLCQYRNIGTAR
CRFR2-BP ag = agonists of human CRF-binding protein/CRF-R2 receptor complex. actives 0.46% (n = 350,000). HEK293 CRF-R2/CRF-BP, calcium dye fluorescence (FLIPR); percent of saturating CRF peptide response. activation, % at 13.2 µM. AID 588473;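 active = activation of at least 50%, plus an integration ratio under a set limit after plate pattern correction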;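 note: plate controls were neutral control wells without compound for no effect and CRF at EC100 for full effect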
M5 PAM = CHRM5 positive allosteric modulation. activation, % at 3 µM. CHO-K1 hM5, Fluo-8 calcium, ACh EC20 PAM; 0% = ACh EC20, 100% = ACh EC100. AID 624038. P08912. actives 0.3% (n = 360,000);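 active = activation above the run cutoff, the mean activation of all test compounds plus 3 SD, cut at about 18% in these data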
Target sequence (P08912 whole entry, looked up): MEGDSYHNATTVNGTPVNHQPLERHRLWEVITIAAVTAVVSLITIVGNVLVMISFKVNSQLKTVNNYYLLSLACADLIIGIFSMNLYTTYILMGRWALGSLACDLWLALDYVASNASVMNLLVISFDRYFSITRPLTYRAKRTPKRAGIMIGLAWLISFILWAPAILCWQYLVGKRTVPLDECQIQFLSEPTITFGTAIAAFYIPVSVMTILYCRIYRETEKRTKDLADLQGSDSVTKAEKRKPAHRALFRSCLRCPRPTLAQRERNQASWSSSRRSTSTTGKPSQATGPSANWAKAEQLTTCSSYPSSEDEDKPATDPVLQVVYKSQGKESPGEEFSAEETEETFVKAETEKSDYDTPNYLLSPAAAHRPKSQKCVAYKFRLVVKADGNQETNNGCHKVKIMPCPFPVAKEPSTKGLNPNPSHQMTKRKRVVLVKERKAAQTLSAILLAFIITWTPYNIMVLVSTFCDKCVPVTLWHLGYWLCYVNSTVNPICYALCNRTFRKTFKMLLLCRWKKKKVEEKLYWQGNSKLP
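system = human M5 receptor in CHO-K1 cells | compound = one concentration, 3 µM final (nominal) | schedule = Post-acetylcholine fluorescence recording 140 s | signal = Fluo-8 calcium dye fluorescence, kinetic read | benchmarks = low control EC20 acetylcholine (0%), high control EC100 acetylcholine (100%) | repeats = singlicate, one well per test compound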
CRFR2-BP antag = blocks CRF-induced signaling of the CRF-BP/CRF-R2 complex; inhibition, % at 11.8 µM; HEK293 CRF-R2/CRF-BP, CRF-induced calcium fluorescence; actives 0.59% (n = 350,000);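 active = inhibition of the ligand-induced calcium signal above about 50% at the single tested concentration, limit read from the data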
IDE inh = inhibits human insulin-degrading enzyme in HEK cells. P14735. FAbetaB cleavage, fluorescence polarization. inhibition, % at 5.59 µM. actives 0.41% (n = 320,000). AID 434962;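 active = percent inhibition above the average of all tested compounds plus 3 SD, set per screening campaign, cut at about 16% in these data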;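 note: IDE supplied by intact live HEK cells; FP after avidin binding of uncleaved biotin substrate so inhibition keeps polarization high; 0% = DMSO wells and 100% = 60 µM reference IDE inhibitor Ii1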
M4 antag = antagonists of human muscarinic M4 receptor (CHRM4) | AID 624125 | CHO-hM4 cells, ACh EC80, Fluo-8 calcium fluorescence | P08173 | actives 0.73% (n = 360,000) | inhibition, % at 3 µM;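 active = inhibition above its plate's cutoff, the mean inhibition of sample wells plus 3 SD, cut at about 27% in these data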;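 note: 0% = acetylcholine EC80 with DMSO and 100% = DMSO without agonist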
CHRM5 antagonist = blocks acetylcholine activation of human M5 receptor | P08912 | CHO-hM5 cells, Fluo-8 calcium fluorescence, ACh EC80 | inhibition, % at 3 µM | actives 0.59% (n = 360,000);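 active = inhibition above a per-plate cutoff, the mean of that plate's test compounds plus 3 SD, cut at about 27% in these data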;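 note: 0% = acetylcholine EC80 with DMSO and 100% = DMSO without agonist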
M4 PAM = CHRM4 positive allosteric modulation; actives 0.4% (n = 360,000); CHO-K1 hM4/Gqi5, Fluo-8 calcium fluorescence, ACh EC20; 0% = ACh EC20, 100% = maximal ACh; P08173; activation, % at 3 µM;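 active = activation above its plate's cutoff, the mean activation of sample wells plus 3 SD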; note: some results filed as inactive read as strong as hits
M5 ag = CHRM5 agonism in calcium assay | AID 624037 | activation, % at 3 µM | actives 0.19% (n = 360,000) | P08912 | CHO-K1 hM5 cells, Fluo-8 calcium fluorescence; 0% DMSO wells, 100% maximal acetylcholine response;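 active = activation above the run's mean over test compounds plus 3 SD, cut at about 23% in these data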;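 note: signal is peak over basal fluorescence ratio across the kinetic read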
* hit, by the source's call; · = no result given. The order is random; 2.9% or so of the library scored in one or more.

SMILES	CHRM4 agonist	CRFR2-BP ag	M5 PAM	CRFR2-BP antag	IDE inh	M4 antag	CHRM5 antagonist	M4 PAM	M5 ag
CCCCC(O)(CCCC)C(=O)NN(C(=O)OC)c1ccc(C)cc1	3	-2.2	11	-11	-4	1	-3	-7	-11
COc1ccc(O)c(C(=O)c2cnn(C(=O)c3cccc(S(=O)(=O)N(C)C)c3)c2)c1	1	0.1	12	-10	1	2	2	14	0
O=[N+]([O-])c1cc(Br)c(Nc2ccccc2)c([N+](=O)[O-])c1	-2	0.3	1	11	0	6	13	3	-9
C=CCn1c(SCc2ccccc2)nnc1-c1cccnc1	0	-1.1	-7	-9	1	8	18	-8	-5
Cn1c(=NC(=O)c2ccc(S(=O)(=O)N3CCCc4ccccc43)cc2)sc2cc(S(C)(=O)=O)ccc21	1	5.1	4	-25	9	-4	-8	-5	2
CCOCCCNC(=O)/C(C#N)=C/c1cc(OC)c(O)c([N+](=O)[O-])c1	0	-1.4	9	11	-5	7	7	5	-1
COC(=O)CCN(c1ccccc1)S(=O)(=O)c1cc(-c2cc(C)no2)ccc1OC	4	-1.3	-3	-4	-1	-13	5	11	-4
COc1ccc(-c2nnc(SCC(=O)c3ccco3)n2-c2ccccc2)cc1	1	-0.8	3	5	-3	8	3	1	-2
Cc1ccc(CN(c2ccc(C(=O)Nc3cccnc3)cc2)S(C)(=O)=O)cc1	11	2.4	-2	-37	0	-6	-3	3	5
O=C(NNC(=S)Nc1ccc(F)c(Cl)c1)C1CC1	2	-2.8	5	-12	4	2	4	2	1
CCNC(=O)c1cc2c(c(-c3cccc(-c4cc5ccccc5o4)c3)n1)[C@H](CCO)N(C(=O)NC(C)C)C2	15	·	-21	·	·	29*	26	-9	0
CC1=C(C(=O)Nc2cc(C)ccn2)C(c2cnn(C)c2)C2=C(CC(c3ccccc3)CC2=O)N1 (configuration not stated)	0	1.1	3	-9	8	-2	-12	-1	-2
Clc1ccc(C2=Nn3c(nnc3-c3cc(-c4ccccc4)n[nH]3)SC2)cc1	0	-0.6	-2	-77	-3	-7	-3	15	2
COc1ccc(/C=C/C(=O)Oc2ccc(/C=N/NC(=O)c3ccncc3)cc2)cc1	2	3.1	2	-1	5	8	1	0	0
CC1CCC/C(=N\NC(=O)COc2ccccc2Cl)C1 (configuration not stated)	1	0.9	1	8	1	0	-11	2	-6
CC1c2cc3c(cc2CCN1C(=O)c1ccc(C(F)(F)F)cc1)OCCCO3 (configuration not stated)	5	-1.9	-10	-4	3	-5	-5	-13	-4
Cc1ccc(-c2nnn(CC(=O)NC3CC4CCC3C4)n2)cc1 (configuration not stated)	3	-0.7	-7	17	2	-5	2	-2	-5
CN1CCN(c2ccc([N+](=O)[O-])cc2NC(=O)c2cccs2)CC1	2	2.5	5	4	2	-17	-7	3	-3
CC(=O)c1ccc(Sc2nnc(C)s2)c([N+](=O)[O-])c1	1	-1.6	7	-1	-4	4	-5	2	-1
COc1ccc(CCNC(=O)c2cc3c(F)cccc3s2)cc1OC	15	-1.4	-6	13	-1	17	13	-10	2

An excerpt of these results, with each value named:
Cc1ccc(-c2nnn(CC(=O)NC3CC4CCC3C4)n2)cc1 (configuration not stated)
  CHRM4 agonist = 3; CRFR2-BP ag = -0.7; M5 PAM = -7; CRFR2-BP antag = 17; IDE inh = 2; M4 antag = -5; CHRM5 antagonist = 2; M4 PAM = -2; M5 ag = -5

CN1CCN(c2ccc([N+](=O)[O-])cc2NC(=O)c2cccs2)CC1
  CHRM4 agonist = 2; CRFR2-BP ag = 2.5; M5 PAM = 5; CRFR2-BP antag = 4; IDE inh = 2; M4 antag = -17; CHRM5 antagonist = -7; M4 PAM = 3; M5 ag = -3

CC(=O)c1ccc(Sc2nnc(C)s2)c([N+](=O)[O-])c1
  CHRM4 agonist = 1; CRFR2-BP ag = -1.6; M5 PAM = 7; CRFR2-BP antag = -1; IDE inh = -4; M4 antag = 4; CHRM5 antagonist = -5; M4 PAM = 2; M5 ag = -1

Next records
SMILES	CHRM4 agonist	CRFR2-BP ag	M5 PAM	CRFR2-BP antag	IDE inh	M4 antag	CHRM5 antagonist	M4 PAM	M5 ag
O=[N+]([O-])c1ccc(Nc2nc(NC3CCCCC3)nc(N3CCCC3)n2)cc1	-2	-0.2	-6	-22	1	-11	3	7	-3
CC(C)(C)C1CCC(=NNC(=O)c2ccc(Br)o2)CC1 (configuration not stated)	8	-1.1	-8	-22	-1	4	5	-11	-2
O=C(Nc1ccccc1Cl)c1cc(C2CCCN(C(=O)OCCF)C2)on1 (configuration not stated)	-2	·	-4	·	·	-5	13	6	-1
CCN(CC)S(=O)(=O)c1ccc(C(=O)N2CCN(C(=O)c3ccco3)CC2)cc1	1	-0.1	-3	-2	-2	6	14	1	0
CCS(=O)(=O)Nc1ccc(-c2nnc(SCC(=O)c3ccc(NC(C)=O)c(OC)c3)o2)cc1	2	-4.2	0	30	-1	-3	-4	16	-1
COc1ccc2c(c1)C1(Nc3ccccc3-c3nc4ccccc4n31)C(=O)N2C (configuration not stated)	2	5.2	2	-9	2	-4	5	10	3
COc1ccc2cc(C(C)C(=O)N3CCC(C)CC3)ccc2c1 (configuration not stated)	1	1.1	-2	6	-1	5	4	-15	-4
C/C(=N\Nc1cccc2cccnc12)c1ccccc1O	0	-0.6	-12	11	4	-7	1	2	-6
COc1ccccc1NS(=O)(=O)c1cc(NC(=O)C(C)(C)C)ccc1N1CCOCC1	17	-1.0	-9	4	-3	8	6	-5	-2
COCCCNCCCCOc1ccc(Br)cc1Cl	5	-1.7	0	3	3	7	-2	-6	-5
CCC1=NN(C(=O)Cc2ccc(OC)c(OC)c2)C(O)(C(F)(F)F)C1 (configuration not stated)	4	-0.4	-1	1	3	5	0	7	-1
O=c1cc(C(F)(F)F)nc(SCc2cccc3ccccc23)[nH]1	5	-0.2	-2	12	-1	-9	3	4	6
CCOC(=O)C(=O)N(Nc1ccccc1C)c1ccccc1C	1	-4.8	2	-20	-2	-14	3	-1	2
O=[N+]([O-])c1ccc2nc(/C=C/c3ccc(Cl)cc3)[nH]c2c1	19	-1.1	-20	25	7	14	27	-10	3
CCOc1ccc(Nc2n[nH]c(=S)s2)cc1	0	0.0	-4	-2	1	2	3	-6	-1
Cc1c(C(=O)O)cccc1-n1c(C)cc(/C=C(/C#N)C(=O)NCc2ccccc2)c1C	11	-1.6	0	25	-1	1	-2	-3	3
Cc1ccc(C=Nc2ccccc2C(=O)Nc2ccccc2)cc1	1	-1.1	-4	-13	2	0	-1	3	-5
Cc1ccc(CCC(=O)Nc2ccc(Cl)cc2)o1	0	-1.0	-6	-2	1	6	4	-3	-1
CCOC(=O)N1CCN(C(=O)c2cnn3c(C(F)(F)F)cc(-c4cccs4)nc23)CC1	3	0.5	1	-14	-1	-9	7	7	0
O=C(O)C(Cc1ccccc1)N1C(=O)CCC1=O (configuration not stated)	1	4.8	-2	3	2	-15	4	4	-2
Cc1onc(-c2c(F)cccc2Cl)c1C(=O)Nc1ccccc1N1CCOCC1	-1	-1.8	8	18	4	-9	-3	6	1
COc1ccc(NC(=O)CN2CCN(S(=O)(=O)c3ccc(Cl)cc3)CC2)cc1Cl	0	-0.8	-3	-14	0	16	4	-4	1
S=C1NCN(Cc2ccco2)CN1c1cccc2ccccc12	0	-3.4	5	-12	-10	-7	3	2	3
COCCN(C(=O)COC(=O)c1ccco1)c1c(N)n(Cc2ccccc2)c(=O)[nH]c1=O	0	-0.1	8	0	1	-3	-3	-4	-4
C=CCNC(=O)c1onc(CSc2cccc(OCC)c2)c1C(=O)O	1	-0.4	4	10	2	-1	9	6	1
CCc1c(C)sc(NC(NC(C)=O)(C(=O)OC)C(F)(F)F)c1C#N (configuration not stated)	0	-3.7	-1	27	0	-3	2	4	0
Nc1cc(-c2ccc(Br)cc2)nn1S(=O)(=O)c1ccccc1	-2	0.8	-3	48	1	0	3	0	-2
COC(=O)[C@]1(C)N[C@H](CN(C)C(=O)Nc2ccc(Cl)cc2)[C@@H]2C(=O)N(Cc3ccccc3)C(=O)[C@@H]21	1	-1.4	-4	-20	6	-3	10	-1	0
Cc1cccc(C(=O)N2CCCC(Nc3ccc(F)c(F)c3)C2)n1 (configuration not stated)	1	-0.3	-4	-13	-3	0	9	6	-4
Cc1ccc(CCN2CC(C(=O)NCCCN3CCC(C)CC3)CC2=O)cc1 (configuration not stated)	1	-0.3	0	2	-7	-3	-2	2	-8
Cc1cccc(NC(=O)c2cccc(C(=O)Nc3cccc(C)n3)c2)n1	11	1.0	-4	10	5	0	12	-7	1
Cc1ccc(NC(=O)c2c(F)cccc2Cl)cc1NS(C)(=O)=O	1	-1.0	-4	19	6	2	13	-3	-8
CCOc1cc(N2CCOCC2)c(OCC)cc1NC(=O)c1ccc(S(=O)(=O)N(C)C)cc1	0	0.1	6	-11	0	1	-5	-5	3
CCC(C(=O)NCCCN1CC(C)CC(C)C1)n1ncn2c(cc3occc32)c1=O (configuration not stated)	0	2.6	-1	3	-1	-11	12	0	-8
CCCN1C(=O)C(Cc2nc3ccccc3c(=O)n2C)c2ccccc21 (configuration not stated)	2	-1.0	-8	24	-5	14	7	9	-3
COc1cccc(N2CCN(CC(=O)C34CC5CC(CC(C5)C3)C4)CC2)c1	0	-2.3	10	9	-5	-8	-12	15	-2
O=C1N/C(=C/c2ccc(N3CCOCC3)cc2)C(=O)N1Cc1ccc(F)cc1	0	4.0	7	1	0	1	-3	2	2
CN1CCN(CC(O)COc2ccc(C34CC5CC(CC(C5)C3)C4)cc2)CC1 (configuration not stated)	5	1.7	5	-20	·	5	7	0	-7
COc1cccc(N=Nc2c(=O)[nH]n3c(=O)c4c([nH]c23)CCC4)c1	0	-1.1	4	13	2	-6	-1	8	-1
C=CCSc1nnc(Cc2c(C)[nH]c3ccccc23)o1	1	-0.3	-2	27	-2	-14	2	2	0
CN(C)c1ccc(NC(=S)NC(=O)/C=C/c2ccco2)cc1	0	-1.4	3	-29	6	0	-8	10	-4
CC(=O)Nc1ccc(S(=O)(=O)N2CCN(C(=O)c3ncoc3-c3ccc(F)cc3)CC2)cc1	2	-1.0	3	-3	-1	3	-3	5	1
CC(C)(C)C(=O)c1c(N)[nH]c(C(=O)c2ccccc2)c1-c1ccc(C(F)(F)F)cc1	0	·	-8	·	·	5	3	-2	2
O=S(=O)(c1ccc(Br)cc1)n1ccc2ccccc21	-2	-0.2	-14	24	-1	1	5	-11	-16
CCCCCNC(=O)C(C)NS(=O)(=O)c1ccc(OC)cc1 (configuration not stated)	0	-2.5	0	10	-7	0	-2	0	-2
O=C1N(c2ccccc2)C(c2ccccc2)C12CCCCC2 (configuration not stated)	-2	1.1	-3	7	·	-9	-13	-7	1
COc1ccc(C(=O)N(C)c2c(C)n(C)n(-c3ccccc3)c2=O)cc1OC	1	0.1	3	6	-3	0	-4	2	0
CC(=O)N1c2ccc(S(=O)(=O)NCCC(=O)Nc3ccc(OC(F)(F)F)cc3)cc2CC1C (configuration not stated)	9	1.1	-11	-15	1	6	12	-4	2
CCOC(=O)C1CCCN(C(=O)c2ccc(Cl)cc2)C1 (configuration not stated)	1	-1.1	7	0	4	-17	0	6	-8
COc1ccccc1-c1cccc([C@@H]2C[C@H]3[C@H](CON3C)CN2C(C)=O)c1	1	-3.2	-1	8	·	-5	0	6	0
O=C(CN1CCOc2ccccc21)NC1CCCCCCC1	1	-1.4	-3	-6	1	-3	0	2	-3
Cc1ccnc(NC(=O)COc2ccc3oc4c(c3c2)CCCC4)c1	-1	-0.8	1	5	6	-5	-3	6	0
